# DAX1 inh-1 – NR0B1 (DAX1) inhibition. 0.99% of 340,000 active. AID 504766. inhibition, % at 6.75 µM. HEK293 Gal4-DAX1 luciferase reporter, luminescence;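 active = inhibition above the mean over all tested compounds plus 3 SD, cut at about 4.2% in these data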;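 note: 0% = DAX1-transfected cells with DMSO and 100% = empty-vector control cells with DMSO; inhibition shows as a rise in luminescence from relieved DAX1 repression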
# HGIII-sPLA2 inh – Blocks human group III sPLA2 activity; 0.56% of 370,000 active; inhibition, % at 12.2 µM; QFRET BODIPY PC-A2 liposome hydrolysis, fluorescence;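 active = inhibition above mean plus 3 SD of compounds lying within the high and low control bounds, cut at about 19% in these data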;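 note: 0% = median of test compound wells and 100% = no enzyme DMSO wells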
# PLC-gamma1 inh – PLC-gamma1 (human) inhibition, primary screen; P19174; inhibition, % at 12.2 µM; 0.84% of 370,000 active; AID 720700; purified PLC-gamma1, fluorogenic substrate, fluorescence; in the data active = inhibition above about 9.5%
# ADAM17 inh – ADAM17 inhibition, QFRET primary screen. inhibition, % at 6.95 µM. AID 720648. 0.83% of 370,000 active. recombinant ADAM17, EDANS/DABCYL FRET peptide cleavage;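 active = inhibition above the mean of compounds lying between control limits plus 3 SD, set per campaign, cut at about 8.5% in these data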;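 note: 0% = DMSO-only wells as the low control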
# hcDAF12 agonist – H. contortus DAF-12 activation, primary screen. HEK293 hcDAF-12 lit1-tk-luc reporter, luminescence; 0% DMSO, 100% Δ7-dafachronic acid. activation, % at 6.8 µM. 1.4% of 370,000 active. AID 652067;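 active = activation above the mean of all tested compounds plus 3 SD, cut at about 5.5% in these data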;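 note: 100% = response to 3 µM Δ7-dafachronic acid high control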
# DAX1 inh-2 – inhibitors of DAX1 repression of SF-1 activated StAR promoter; HEK293T StAR-luciferase reporter, SF-1/DAX-1 repression relief; inhibition, % at 6.8 µM; 1.1% of 370,000 active; AID 652010;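 active = inhibition above the mean over all tested compounds plus 3 SD, cut at about 3.6% in these data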;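 note: 0% = DAX-1 cells with DMSO and 100% = cells lacking DAX-1 with DMSO; higher inhibition means more luminescence from relief of DAX-1 repression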
# ssDAF12 agonist – activators of S. stercoralis DAF-12 nuclear receptor; activation, % at 6.8 µM; 1% of 370,000 active; HEK293 ssDAF-12/GRIP1 lit1-tk-luc reporter, luminescence; % of 3 µM dafachronic acid response; AID 652126;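 active = activation above the mean over all tested compounds plus 3 SD, cut at about 0.9% in these data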;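 note: 0% = DMSO-only wells and 100% = 3 µM delta7-dafachronic acid wells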
# ADAM10 inh – ADAM10 inhibition, QFRET primary screen | O14672 | recombinant ADAM10, EDANS/DABCYL FRET peptide cleavage, 3 h | inhibition, % at 7 µM | 0.62% of 370,000 active | AID 720582;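 active = inhibition above a per-campaign cutoff equal to the mean of compounds falling between control-based bounds plus 3 SD, cut at about 20% in these data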;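 note: 0% = DMSO wells while the 100% control is not disclosed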
# FXN GAA850 act – frataxin GAA850 promoter activation | 0.56% of 360,000 active | HEK293 lucGAA850 FXN promoter luciferase reporter, 24 h; percent of 10 µM SAHA response | activation, % at 6 µM;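 active = activation above the average of all compounds screened plus 3 SD, cutoff fixed separately per campaign, cut at about 7.5% in these data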;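 note: 0% = DMSO wells and 100% = 10 µM SAHA wells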
# hgDAF-12 ag – hgDAF-12 agonism, primary luciferase screen; HEK293 GAL4-hgDAF12 UAS-luciferase reporter, agonist luminescence; normalized to butyrate control; activation, % at 6.8 µM; 1.8% of 370,000 active;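 active = activation above a cutoff set at the mean of all screened compounds plus 3 SD, cut at about 10% in these data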;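 note: 0% = DMSO wells and 100% = sodium butyrate wells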
# PLC-beta3 inh – blocks human PLC-beta3 enzyme activity | 0.18% of 370,000 active | inhibition, % at 12.2 µM | Purified PLC-beta3, fluorogenic substrate, fluorescence | Q01970; in the data active = inhibition above about 11%;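 note: 0% = median of compound wells on plate and 100% = full blocker control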
# Target sequence (Q01970 whole entry, looked up): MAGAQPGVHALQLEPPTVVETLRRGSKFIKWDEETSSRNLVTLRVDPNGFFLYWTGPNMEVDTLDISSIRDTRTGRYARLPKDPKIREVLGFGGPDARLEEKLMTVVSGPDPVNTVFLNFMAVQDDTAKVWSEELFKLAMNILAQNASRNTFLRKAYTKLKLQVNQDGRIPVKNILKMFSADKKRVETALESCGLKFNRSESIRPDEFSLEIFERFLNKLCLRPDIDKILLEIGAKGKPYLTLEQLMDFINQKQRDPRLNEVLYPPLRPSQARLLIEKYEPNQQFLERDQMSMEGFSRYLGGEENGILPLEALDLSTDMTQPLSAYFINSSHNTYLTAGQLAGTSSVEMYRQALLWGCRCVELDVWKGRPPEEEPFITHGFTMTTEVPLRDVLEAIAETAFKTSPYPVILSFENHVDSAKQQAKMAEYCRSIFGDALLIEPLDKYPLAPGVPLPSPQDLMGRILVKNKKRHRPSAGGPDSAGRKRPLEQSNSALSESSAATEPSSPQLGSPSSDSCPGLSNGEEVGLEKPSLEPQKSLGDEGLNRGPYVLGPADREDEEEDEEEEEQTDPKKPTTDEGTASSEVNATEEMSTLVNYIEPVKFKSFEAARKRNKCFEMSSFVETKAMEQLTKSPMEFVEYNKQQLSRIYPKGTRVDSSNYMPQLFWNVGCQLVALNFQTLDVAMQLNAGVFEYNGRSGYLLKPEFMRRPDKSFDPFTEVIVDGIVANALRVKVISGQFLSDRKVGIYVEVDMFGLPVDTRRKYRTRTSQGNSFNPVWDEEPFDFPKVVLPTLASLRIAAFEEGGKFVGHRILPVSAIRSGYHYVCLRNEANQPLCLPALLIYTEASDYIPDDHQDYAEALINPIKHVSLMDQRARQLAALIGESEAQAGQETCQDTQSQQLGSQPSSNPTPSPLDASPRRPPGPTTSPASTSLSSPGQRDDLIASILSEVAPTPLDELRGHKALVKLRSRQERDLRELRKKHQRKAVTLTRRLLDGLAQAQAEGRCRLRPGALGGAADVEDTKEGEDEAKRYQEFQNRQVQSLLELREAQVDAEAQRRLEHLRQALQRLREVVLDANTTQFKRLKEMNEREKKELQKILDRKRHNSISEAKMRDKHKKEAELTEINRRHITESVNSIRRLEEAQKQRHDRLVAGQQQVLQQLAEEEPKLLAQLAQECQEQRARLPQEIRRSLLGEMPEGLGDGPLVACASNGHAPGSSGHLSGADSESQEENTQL
# * = called active by the depositor; · = not tested or not shown; & = joins results of further samples.
mol,ADAM10 inh,FXN GAA850 act,ssDAF12 agonist,hgDAF-12 ag,PLC-gamma1 inh,PLC-beta3 inh,HGIII-sPLA2 inh,hcDAF12 agonist,DAX1 inh-2,DAX1 inh-1,ADAM17 inh
Cc1ccc(NC(=O)N2CCCC2C(=O)NCC2CCCO2)cc1 (centres undefined),2,1.6,-1.2,1.4,3,2,2,-1.3,0.2,1.1,4
Cc1ccc(C(=O)NN2C(=O)C3C4c5ccccc5C(c5ccccc54)C3C2=O)cc1 (centres undefined),5,1.2,-0.9,0.7,5,5,-3,-1.6,-0.4,1.1,4
COc1ccc(CC(C)CC(=O)NCCc2ccc(OC)c(OC)c2)cc1 (centres undefined),-5,0.0,-0.7,-4.7,7,-4,14,-4.3,0.0,0.7,-6
CON(C)c1nc(OCC#N)nc(N(C)C)n1,1,2.2,-1.4,-4.8,1,6,-5,1.6,0.2,0.0,0
COc1ccc(C)cc1N(C(=O)c1ccco1)C(C(=O)NC1CCCC1)c1cc(OC)c(OC)c(OC)c1 (centres undefined),-7,-0.8,-0.6,0.3,-1,-4,-7,0.6,-0.4,2.9,-1
CC(C)N1C(=O)CN(C2CCCCCC2)C(=O)C1c1ccccc1F (centres undefined),-1,6.2,-0.5,11*,0,6,0,1.2,1.4,2.8,-3
CN1C(=O)/C(=C/c2ccccc2OCc2ccccc2F)NC1=S,5,-0.4,-0.4,0.2,-2,-1,-1,0.9,-0.4,0.3,-2
O=c1c2ccccc2ncn1C1CCCCC1,3,1.0,-0.6,-0.5,2,2,-2,-1.3,-0.8,0.4,0
COc1cc(NC(=O)C2CCCN2S(=O)(=O)c2ccc3c(c2)CC(C)N3C(C)=O)cc(OC)c1 (centres undefined),4,0.3,-1.6,-4.0,0,-6,-3,-0.2,-0.8,1.0,-1
CC(C)(C)CC(C)(C)n1nnnc1N,9,-0.6,-1.2,0.3,8,6,8,0.1,2.2,0.8,-4
O=C(O)C1=C[C@H](C2CC2)C[C@H](OCc2ccc(CO)cc2)O1,8,1.8,-1.2,-2.7,4,0,5,-2.0,-0.4,0.2,-4
CCN1CCN(C(=O)CCN2C(=O)c3ccccc3S2(=O)=O)CC1,-11,-0.2,-1.2,1.1,2,-3,1,0.3,1.3,0.2,-1
O=C(C=Cc1cccs1)c1ccc(Cl)s1,-16,1.9,-1.5,1.3,1,-5,5,-1.4,0.8,0.3,-5
CC(NC(=O)Nc1ccccc1C(F)(F)F)C1CCCO1 (centres undefined),1,0.4,-1.3,4.5,1,5,-3,-2.3,-0.5,0.5,-3
COC(=O)c1ccccc1OCC(=O)N1CCN(c2ccc(OC)cc2)CC1,5,-0.2,-1.1,0.8,2,3,5,-0.9,-0.1,1.4,-2
CN1CCN(NC(=O)c2cn(-c3ccccc3)nc2-c2cccs2)CC1,-2,2.3,-1.1,-0.7,0,-1,4,-0.8,0.3,-0.7,0
Cc1nc2c3ccccc3nc(NNC(=O)CCC(=O)NCCC(C)C)n2n1,-4,-0.1,-1.4,0.8,5,7,0,-0.9,-0.5,1.1,1
COC(=O)c1nnn(-c2nonc2N)c1COc1ccc(C=O)cc1OC,-2,-0.2,-1.2,-0.5,-3,-12,-4,-1.7,0.7,-1.1,-4
COCCc1ccc(OC2(C)CCN(Cc3cccc(OCOC)c3)C2)cc1 (centres undefined),-15,0.2,-0.6,3.6,2,-1,2,-1.8,-0.5,·,-7
CC(C)(C)c1ccc(NC(=O)COC(=O)CCc2nc3ccccc3c(=O)[nH]2)cc1,-2,5.2,-0.9,2.5,-1,-2,0,0.0,0.1,-0.3,-2
O=C(/C=C/c1ccc(O)c(O)c1)O[C@@H]1C[C@](O)(C(=O)O)C[C@@H](O)[C@H]1O,-15&-14,1.7&-1.5,-0.9&-1.1,-1.4&-0.1,-13&-11,-13&-17,4&5,-0.6&2.2,0.7&0.6,-0.4&1.0,-9&-8
C(=N\N1CCN(C2c3ccccc3-c3ccccc32)CC1)/c1cccnc1,3,-0.7,-1.6,2.5,-1,0,0,-1.3,0.2,-0.2,1
O=C(Nc1c2c(nn1-c1ccc([N+](=O)[O-])cc1)CS(=O)(=O)C2)c1ccco1,-8,0.1,-0.8,2.5,0,-5,-2,0.6,0.1,-0.3,-4
O=C(CN1C(=O)/C(=C/c2ccccc2)SC1=S)N1CCN(CCc2ccccn2)CC1,-3,-2.3,-1.5,1.7,-4,-14,-13,3.0,-0.3,0.4,-4
CC(=O)NC1(C(F)(F)F)C(=O)Nc2c1c(=O)[nH]c(=O)n2CCc1ccccc1 (centres undefined),1,2.1,-1.8,0.4,1,4,0,-1.5,-0.1,1.3,-7
Nc1cc(C(F)(F)F)ccc1OCC1CCCO1 (centres undefined),0,-5.4,-0.6,2.2,0,-3,4,-2.7,0.0,-4.2,0
CCOC(=O)CC[C@H]1CC[C@]2(CCCN(C3CCCCC3)C2)O1,-5,·,-1.2,3.2,-2,1,4,-1.1,0.9,·,-1
CCOC(=O)c1sc(-c2ccc(C(F)(F)F)cc2)nc1O,-10,0.8,-1.2,-1.6,-218,-322,13,-1.2,0.1,1.3,-5
COCCCNC(=O)CCc1ccc(S(=O)(=O)Nc2ccc(C)cc2)cc1,2,0.0,-1.0,-3.2,8,6,3,-0.2,-0.6,-0.6,-2
COc1ccc(N2CCN(C(=O)c3ccc4c(c3)NC(=O)C(CSCc3ccccc3F)N4)CC2)cc1 (centres undefined),-10,-2.2,-0.9,-1.5,-5,-6,-10,0.3,0.0,0.8,-3
CCOC(=O)c1nn(-c2ccc(Cl)cc2)c(=O)c(C#N)c1C,-32,1.4,-1.2,-1.1,-120,-159,-39,-0.8,0.2,-1.0,-10
Cc1ccc(Oc2ccc(C=O)cn2)cc1,-6,0.7,-0.9,1.7,-1,1,6,-2.1,0.4,0.6,-4
CCC1(CC)CNC(=O)NC1,1,-1.7,-0.8,2.4,1,2,-2,-1.4,0.2,0.9,1
CC(C)(C)C1CCc2c(sc(NC(=O)c3ccncc3)c2C(N)=O)C1 (centres undefined),6,6.4,-1.1,4.9,-21,-23,1,0.3,-0.1,-0.7,2
CCOC(=O)C1=C(N2CCCCC2)c2cc3c(n2C1=O)CCCC3,-1,0.2,-0.7,-1.1,-5,-5,-6,-0.9,0.2,-1.1,-4
Cc1nn(CC2CC2)c(=O)n1-c1ccccc1F,7,1.3,-0.9,0.8,-1,-1,2,-0.1,-0.2,-0.1,1
Cc1ccccc1Cn1ccc(-c2ccc(Cl)cc2)c(C#N)c1=O,1,-2.0,-1.4,0.5,2,4,5,0.7,0.7,-0.3,1
O=C(NCc1cccnc1)c1cccnc1Sc1ccc(Cl)cc1,2,-1.2,-0.7,-0.6,4,0,0,-1.5,-0.4,-0.3,-3
COc1cc(C(=O)NCc2nnc(SCC(=O)N3CCCCC3)o2)cc(OC)c1OC,4,0.8,-1.2,-1.1,-2,3,-1,-0.6,-0.4,2.4,-2
CC(=O)OCCCN1CCC2(CCC(c3ccccc3)CC2)C1=O (centres undefined),-1,·,-1.0,-1.6,-3,-3,1,-1.8,-1.0,·,1
Cc1ccnc(NC(=O)c2cccc([N+](=O)[O-])c2C)c1,5,1.3,-1.4,2.1,4,10,3,0.7,-0.3,-0.6,3
CCOc1ccc2[nH]c(=O)c(CN(Cc3ccc(C)cc3)C(=O)N3CCCC3)cc2c1,-21,0.4,-1.5,-2.6,1,-1,1,0.0,-0.6,-1.4,-6
CCCCCCSc1ccc([C@H]2N[C@@](CC(C)C)(C(=O)OC)[C@H]3C(=O)N(C)C(=O)[C@@H]23)cc1,14,0.0,-1.3,1.3,2,2,-3,1.1,0.3,1.3,4
COc1ccc(NC(=O)CCNC(=O)c2ccc([N+](=O)[O-])cc2)cc1S(=O)(=O)N1CCOCC1,3,0.6,-0.8,-0.8,1,-2,-4,-1.9,-0.8,-1.0,-4
O=C(O)CCCn1cc(NC(=O)COc2cccc(Cl)c2)cn1,-7,-0.8,-1.4,-0.2,-3,-8,9,0.6,-1.0,0.4,-5
COc1cc(C(=O)NCc2nnc(SCC(=O)NCCc3ccccc3)o2)cc(OC)c1OC,3,0.7,-0.8,-1.3,1,-9,7,0.0,-0.1,-0.4,-6
O=C(CSCc1cc(=O)n2ccsc2n1)Nc1ccccc1,-3,1.7,-1.3,-0.6,0,-9,7,1.4,0.7,-0.6,-4
CC(C)CC(CO)NS(=O)(=O)c1cccc(Cl)c1F (centres undefined),-9,1.5,-1.1,-0.2,0,2,5,1.3,2.4,0.0,-1
CC(C)COC(=O)NC1c2ccccc2Oc2ccccc21,9,2.3,-0.9,-0.9,7,-6,5,-0.5,1.0,-0.3,4
COc1ccc(NC(=O)/C(C#N)=C\c2ccc(OCc3ccc(C(=O)O)cc3)c(OC)c2)cc1,2,0.7,-0.8,2.3,-3,1,-3,-0.1,0.0,2.0,-1

# (cont.)
mol,ADAM10 inh,FXN GAA850 act,ssDAF12 agonist,hgDAF-12 ag,PLC-gamma1 inh,PLC-beta3 inh,HGIII-sPLA2 inh,hcDAF12 agonist,DAX1 inh-2,DAX1 inh-1,ADAM17 inh
COc1ccc(C(CNC(=O)c2ccc(S(=O)(=O)N(C)C)cc2)N(C)C)cc1 (centres undefined),-4,1.3,-1.2,-4.4,-1,0,-2,-1.9,0.6,-0.6,-3
CCOC(=O)C1CCN(Cc2c(F)cccc2Cl)CC1,-1,-3.1,-1.2,-3.3,0,1,-1,0.8,0.2,-0.4,-1
O=C(O)c1c(Cl)cccc1Cl,-7,1.0,-0.3,-0.4,2,0,0,-0.4,0.9,0.9,-3
COc1ccc(OC)c(C(Nc2ccccc2)P(=O)(OC(C)C)OC(C)C)c1 (centres undefined),4,-3.1,0.6,0.4,3,-4,1,-1.1,0.5,·,0
COCCn1c(=O)[nH]c2cc(C(=O)Nc3cc(C)cc(C)c3)ccc2c1=O,5,-1.2,-0.7,-1.0,2,3,-5,1.0,-0.5,-1.5,1
CC1=C(C#N)C(c2cn(-c3ccccc3)nc2-c2cccs2)C(C#N)=C(C)N1,-9,3.4,-1.1,-4.0,-36,-53,-5,-1.9,0.0,0.1,-5
CCOc1ccc(CCNC(=O)c2oc3c(c2C)-c2[nH]ncc2CC3)cc1OCC,-11,3.3,-1.2,-0.2,-5,-7,-3,-0.2,-0.3,-0.4,-1
COc1ccc(C2CC(=O)C(c3cc(OC)c(OC)c(OC)c3)=CN2Cc2ccccc2)cc1 (centres undefined),-2,·,0.4,-4.8,-38,-51,-5,-2.0,-0.1,·,-2
COc1ccc(C(CNS(=O)(=O)c2ccccc2)N2CCN(C)CC2)cc1 (centres undefined),-12,-0.3,-1.0,2.6,2,-5,-7,1.4,0.9,-1.3,-3
CCOc1ccccc1NC(=O)CCc1nnc2ccc(N3CCC(C)CC3)nn12,-11,0.4,-1.5,-5.0,-5,-3,-10,-0.7,-0.9,-0.4,1

# Compound activity (PubChem)
